Tau fibril FP – tau fibrillization inhibition (FP). P10636. K18 P301L tau heparin fibrillization, Alexa594 FP, 6 h. Potency, µM (top dose mostly 57.7 µM), for inactives: top-dose activity, negative = inhibition, hits mostly inhibitors. 280,000 compounds, 0.39% hits. AID 1468; also: % is scaled to controls: 0 for no effect and ±100 for the full control effect; nearly all actives have a fitted effect of over 55% in size
Target sequence (P10636 561-689 P618L limits assumed): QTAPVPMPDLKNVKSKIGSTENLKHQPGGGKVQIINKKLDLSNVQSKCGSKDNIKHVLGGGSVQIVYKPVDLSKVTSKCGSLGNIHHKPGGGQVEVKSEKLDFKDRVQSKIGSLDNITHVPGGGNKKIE
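Heparin (20 uM) drove fibril formation of recombinant tau K18 P301L, 15 uM unlabeled with 0.24 uM Alexa 594 label, for 6 hr at 37 C in 100 mM sodium acetate pH 7. Fluorescence polarization (555/632 nm) read 1 hr after 30 uM ThT.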
Tau fluor cs – counter-screen for tau fibril formation inhibitors | 280,000 compounds, 0.93% hits | tau K18 P301L Alexa594 fluorescence, heparin fibrillization | Potency, µM (highest dose often 57.7 µM), for inactives: at the highest dose activity change, negative = decrease; also: % is scaled to controls: 0 for no effect and ±100 for the full control effect; nearly all actives have a fitted effect of over 55% in size
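Human K18 P301L tau (15 uM unlabeled plus 0.24 uM Alexa 594-labeled, final) in 100 mM sodium acetate pH 7 was mixed with compound and 20 uM heparin and incubated 6 hr at 37 C.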
HTT ATP protect – cytoprotection in Huntington HTT-Q103 PC12 cell model. PC12 HTT-Q103 induced, cytoprotection, ATP luminescence, 40 h. Potency, µM (top dose mostly 56.4 µM), without a hit: cytoprotection (ATP increase), actives largely listed as activators. 230,000 compounds, 0.14% hits;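 also: % of control where 0% means no effect; nearly all actives have a fitted effect of over 45% in size; toxic huntingtin expression switched on by the ecdysone agonist tebufenozide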
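ATP quantification (ATPlite) reports survival of PC12 cells in which tebufenozide, 100 nM final, switches on Htt exon 1 with 103 glutamines linked to GFP; compounds are titrated.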
GAA spleen mod – lysosomal alpha-glucosidase (human) modulation; P10253; human spleen homogenate, 4-MU-alpha-glucoside fluorescence; Potency, µM (series often up to 79.9 µM), inactives show at the top dose activity change, negative = inhibition, most hits filed as inhibitors; 240,000 compounds, 0.006% hits;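 also: 0% = enzyme with vehicle and -100% = no enzyme basal signal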
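Enzyme source: human spleen homogenate, 1 ug/well. Buffer 50 mM citric acid/K phosphate pH 5.0, 0.01% Tween-20. 4-MU-alpha-glucoside 1 mM; 37 C x 40 min; NaOH/glycine stop; fluorescence.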
GAA inh – blocks human lysosomal alpha-glucosidase. Potency, µM (titrated, usually from 76.9 µM), for the others: top-dose activity change, negative = inhibition, most hits filed as inhibitors. 200,000 compounds, 0.005% hits. purified human GAA, 4-MU-alpha-glucoside fluorescence;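 also: plate controls were uninhibited enzyme wells for no effect and no-enzyme background for full effect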
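Human alpha-glucosidase, 4 nM, pre-mixed with test compounds before 400 uM 4-methylumbelliferyl substrate; 20 min room temperature at pH 5.0. Fluorescence read after pH 10 stop; AC50 values from Hill-equation fits.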
Tau ThT inhib – blocks human tau fibril formation measured by thioflavin T | recombinant tau K18 P301L (four-repeat tau fragment), heparin-induced fibrillization, ThT fluorescence | Potency, µM (doses to about 57.4 µM), for the others: at the highest dose activity, negative = inhibition, usual class: inhibitors | 270,000 compounds, 2.1% hits | P10636; also: % is scaled to controls: 0 for no effect and ±100 for the full control effect; nearly all actives have a fitted effect of over 55% in size
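Heparin-induced fibrillization of the P301L-mutant K18 repeat-domain fragment of human tau was followed by ThT binding in quantitative high-throughput format.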
GLA spleen mod – inhibitors or activators of human alpha-galactosidase in spleen homogenate; P06280; human spleen homogenate, 4MU-alpha-Gal fluorescence, 40 min; Potency, µM (top dose mostly 80 µM), without a hit: at the highest dose activity change, negative = inhibition, most hits filed as inhibitors; 240,000 compounds, 0.008% hits;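 also: 0% = enzyme with vehicle and -100% = no enzyme basal signal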
Target sequence (P06280 32-429 limits assumed): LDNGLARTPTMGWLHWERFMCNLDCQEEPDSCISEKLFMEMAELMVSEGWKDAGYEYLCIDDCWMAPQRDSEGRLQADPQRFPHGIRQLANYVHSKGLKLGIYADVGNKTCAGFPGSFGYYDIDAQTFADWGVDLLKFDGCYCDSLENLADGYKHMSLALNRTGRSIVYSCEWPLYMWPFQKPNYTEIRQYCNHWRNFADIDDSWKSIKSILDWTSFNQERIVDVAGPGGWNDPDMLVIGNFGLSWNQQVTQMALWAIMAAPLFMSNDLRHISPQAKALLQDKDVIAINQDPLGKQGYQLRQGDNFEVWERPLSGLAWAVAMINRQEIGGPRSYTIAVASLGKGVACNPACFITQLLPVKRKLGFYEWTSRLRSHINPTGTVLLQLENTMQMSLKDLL
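Fluorogenic readout (Ex 365/Em 440 nm) of 4-methylumbelliferone released from 1 mM 4-MU-alpha-galactoside by spleen homogenate, 40 min at 37C, pH 5.0. Data normalized to no-enzyme and enzyme controls; Hill-equation AC50 from compound titrations.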
GAA glycogen – GAA glycogen-cleavage inhibition or activation | recombinant GAA, glycogen substrate, Amplex Red glucose oxidase fluorescence | Potency, µM (titrated, usually from 76.4 µM), inactives show top-dose activity change, negative = inhibition, hits mostly inhibitors | 300,000 compounds, 0.38% hits | AID 2100;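 also: 0% = full enzyme reaction and -100% = no-enzyme basal signal; the screen sought inhibitors and activators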
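qHTS, 1536-well; enzyme 4 nM final; cpd up to 77 uM; substrate bovine liver glycogen 30 ug; 50 mM citrate/phosphate pH 5.0, 0.01% Tween-20; 37 C, 40 min; Amplex Red detection 45 min RT; Hill fit → AC50.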
Active calls of the source: *; ? = inconclusive; . = no result given; & = joins results of further samples; [ ] = remark or other dose. Calls follow the shape of the dose curve; as a rule, active = well fitted curve in the direction sought with a large enough effect; inconclusive = small, poorly fitted or top-dose-only effect, or another doubt; inactive = no such curve, though single readings can be large; an effect the other way counts as inactive or inconclusive. Potency is read from the fitted curve at half-maximal effect.

compound	GAA glycogen	Tau fluor cs	Tau ThT inhib	HTT ATP protect	Tau fibril FP	GLA spleen mod	GAA spleen mod	GAA inh
O=Cc1ccc(-c2ccc(Cl)cc2Cl)[nH]1	5%	-24%	?	25%[10 µM]	-10%	-4%	6%	.
CCOCCCn1c(SCC(=O)Nc2cccc(S(=O)(=O)NC3=NCCCCC3)c2)nc2ccccc2c1=O	4%	?	-10%	-6%[10 µM]	-8%	-3%	-18%	.
O=C(NC(Cc1ccccc1)C(=O)O)c1ccco1 (stereo not drawn)	-10%	10%	5%	7%[10 µM]	5%	4%	9%	?
CCN(CC)S(=O)(=O)c1cc(NC(=O)[C@@H](NC(N)=O)C(C)C)ccc1C	7%	1%	2%	-6%	-3%	-3%	-2%	-4%
O=c1[nH]c(C2CCCN(S(=O)(=O)c3ccccc3)C2)nc2c1nnn2Cc1ccccc1Br (stereo not drawn)	6%&-7%[76.3 µM]	-12%	-4%	.	5%	.	.	.
Cc1ccc(N2C(=O)N(CC(=O)N3CCOCC3)C(=O)C2C)cc1 (stereo not drawn)	8%	-9%	-4%	-8%	-3%	6%	-4%	-8%
O=C(Nc1ccc(N2CCN(c3ncccc3C(F)(F)F)CC2)nc1)c1cccs1	2%	13µM*[quencher]	7.9µM*	40%[10 µM]	9%	2%	-5%	?
CC1CC(=S)Nc2ccccc2S1 (stereo not drawn)	-5%	3%	-3%	10%[10 µM]	2%	-5%	-8%	-1%
COc1ccc(/C=C/C(=O)Nc2ccc3nc(N4CCC(C)CC4)cc(C)c3c2)cc1OC	-17%[76.3 µM]	3.5µM*[quencher]	3.5µM*	.	13%	.	.	.
C=CCSc1nc2c(c(=O)[nH]c(=O)n2C)n1Cc1ccc(C)cc1	-9%	0%	-2%	4%[10 µM]	3%	0%	-3%	2%
O=C(Cc1cccs1)Nc1ccc(S(=O)(=O)N2CCCCC2)cc1	-18%	-18%	0%	-20%[0.074 µM]	11%	-3%	-7%	?
C=CCn1c(C#N)c(N)sc1=N	-23%	?	?	-29%	-2%	3%	-1%	-7%
O=C(NNC(=O)c1cccnc1)Nc1cccc(Cl)c1Cl	-10%	-11%	-6%	9%[10 µM]	?	0%	-3%	0%
Cc1ccc(C(=O)Nc2ccccc2C(=O)NC(Cc2c[nH]c3ccccc23)C(=O)O)cc1 (stereo not drawn)	-12%	-19%	-10%	-12%[10 µM]	?	-9%	7%	9%
CCOC(=O)C1CCN(C2CCN(Cc3nc(-c4ccccc4)no3)CC2)CC1	7%	-6%	-3%	-8%[10 µM]	-8%	7%	0%	.
CCOC(=O)N=Nc1c2ccccc2c2nc3no[nH]c3nc12	-8%	-24%	?	-183%[inhibitor]	?	-4%	-1%	3%
Fc1nc(N2CCCC2)c(F)c(Oc2ccccc2Oc2c(F)c(F)nc(N3CCCC3)c2F)c1F	2%	3%	4%	-9%	-2%	3%	-8%	3%
C/C(=N\NC(=S)NC(C)C)c1ccc(Cl)s1	?	-7%	-2%	33%[10 µM]	1%	9%	-3%	5%
CNC(=O)C1CC(=O)N(CCc2ccccc2)C(=Nc2ccc(OC)cc2)S1 (stereo not drawn)	-1%	-14%	-4%	-13%[10 µM]	7%	-4%	4%	-3%
CCCNC(=O)COC(=O)/C=C/c1cccc(F)c1	5%	3%	0%	-23%[10 µM]	-2%	-1%	-3%	3%
O=S(=O)(Cc1ccccc1)Nc1ccc(S(=O)(=O)N2CCCC2)cc1	-9%	-28%	.	-20%[10 µM]	-1%	-2%	3%	.
O=C(C[n+]1cccc(NC(=O)c2ccccc2)c1)c1cccc([N+](=O)[O-])c1	7%	-27%	?	.	6%	2%	-2%	1%
Cc1cccc(SCc2noc(C(=O)NCC3CCCO3)c2C(=O)O)c1 (stereo not drawn)	0%	4%	3%	?	4%	-2%	-13%	4%
COc1ccc(CN2CCN(Cc3csc(C(C)=O)c3)CC2CCO)c(C)c1C (stereo not drawn)	7%	-2%	1%	5%[10 µM]	5%	-20%	2%	-4%
CCN(CC)CCNC(C(=O)Nc1cccc(C(C)=O)c1)c1ccccc1 (stereo not drawn)	6%	-7%	-4%	-26%	-8%	-3%	0%	-2%
CCN(CC)CCCNc1nc(-c2ccccc2)nc2ccccc12	2%	-5%	4%	1%[10 µM]	4%	3%	2%	-8%
Cc1ccc(Cn2c(=O)c3cccnc3n(Cc3ccc(C)cc3)c2=O)cc1	8%[76.3 µM]	-17%	-7%	.	-5%	.	.	.
COc1ccc(-n2cc(C(=O)NCc3ccc(Cl)cc3)c3ccccc3c2=O)cc1	-13%[76.3 µM]	-22%	?	.	-2%	.	.	.
O=C(NCCCl)Nc1cccc(Br)c1	17%	-4%	-2%	8%[10 µM]	-13%[2.34 µM]	-1%	3%	3%
Cc1cc(C)c2c(n1)sc1c(=O)n(CC(=O)c3ccccc3)cnc12	4%	-8%	-1%	-11%[10 µM]	4%	-4%	-1%	.

Whole records from above. Order of values: GAA glycogen	Tau fluor cs	Tau ThT inhib	HTT ATP protect	Tau fibril FP	GLA spleen mod	GAA spleen mod	GAA inh
CCOC(=O)N=Nc1c2ccccc2c2nc3no[nH]c3nc12 across the screens: -8%	-24%	?	-183%[inhibitor]	?	-4%	-1%	3%
CNC(=O)C1CC(=O)N(CCc2ccccc2)C(=Nc2ccc(OC)cc2)S1 (stereo not drawn) across the screens: -1%	-14%	-4%	-13%[10 µM]	7%	-4%	4%	-3%
O=C(Nc1ccc(N2CCN(c3ncccc3C(F)(F)F)CC2)nc1)c1cccs1 across the screens: 2%	13µM*[quencher]	7.9µM*	40%[10 µM]	9%	2%	-5%	?
COc1ccc(-n2cc(C(=O)NCc3ccc(Cl)cc3)c3ccccc3c2=O)cc1 across the screens: -13%[76.3 µM]	-22%	?	.	-2%	.	.	.

(list continues)
compound	GAA glycogen	Tau fluor cs	Tau ThT inhib	HTT ATP protect	Tau fibril FP	GLA spleen mod	GAA spleen mod	GAA inh
Cc1c(NC(=S)NC(=O)c2ccc(-c3ccc(Cl)cc3)o2)cccc1C(=O)O	8%	-2%	?	-22%	1%	2%	-4%	-4%
COCCNC(=O)COc1ccc(C)cc1C(=O)c1cc(C#N)c(=O)n(C2CC2)c1	-7%	-3%	4%	-23%	-3%	-8%	-3%	-24%
Clc1ccc(-c2cnc3n2CCCCC3)cc1	2%	-6%	-4%	8%	0%	-3%	-1%	0%
NNC(=O)c1csc(-c2ccc(C(F)(F)F)cc2Cl)n1	-17%	-8%	-7%	18%[10 µM]	-3%	5%	0%	.
COC(=O)[C@H](C)NC(=O)NCc1ccco1	4%	-2%	-9%	6%	-2%	-7%	-9%	4%
COc1ccc(CNC(=O)c2cc3cccc(OC)c3oc2=O)cc1	-10%[76.3 µM]	-14%	-7%	.	-5%	.	.	.
Cc1ccc([N+](=O)[O-])cc1S(=O)(=O)NCCc1cn2ccccc2n1	4%	-3%	.	12%[10 µM]	5%	2%	-2%	.
CC[C@@](N)(C(=O)O)c1ccc(C(=O)O)cc1	.	-8%	-9%	16%	-6%	3%	-2%	.
CC(C)(C)NC(=S)NC(=O)C12CCC3CC(CC(C3)C1)C2	-9%	-4%	-1%	-41%[inhibitor]	-2%	2%	1%	2%
CCCCCCCCCCCCC(O)C(=O)O (stereo not drawn)	.	2%&0%	1%&1%	-2%&-5%	0%&-6%	10%&-12%	-1%&0%	.
CCN(CC)C(=S)SC1CCCCN(C(=O)c2ccccc2)C1=O (stereo not drawn)	2%	-9%	-3%	-3%[10 µM]	-4%	8%	1%	2%[15.4 µM]
Cc1ccc([N+](=O)[O-])cc1N/C=C/C(=O)c1ccco1	1%	-10%	?	-79%[inhibitor]	-5%	0%	2%	-14%
Cc1ccccc1N1C(=O)N(c2cccc(C(F)(F)F)c2)C2CS(=O)(=O)CC21 (stereo not drawn)	3%	-5%	-2%	20%	1%	-4%	-3%	?
C=CC(C)(C)c1[nH]cnc1/C=C1\NC(=O)C(C(C)C)NC1=O (stereo not drawn)	2%	0%	-5%	-6%[10 µM]	-3%	-1%	-3%	.
O=C(CSCc1ccc(Cl)cc1)c1ccco1	-2%	-11%	-14%	-7%	-2%	-2%	0%	3%
CS(=O)(=O)N(Cc1ccc(Cl)cc1)c1ccc(C(=O)NCCSc2ccccn2)cc1	-4%	-21%	1%	20%[10 µM]	4%	5%	1%	-14%
Cc1ccccc1/C=N/Nc1ccnc2cc(Cl)ccc12	3%	?	?	-6%[10 µM]	4%	-1%	3%	12%
CCOc1ccccc1OCC(=O)OCC(=O)Nc1ncc(Cl)cc1Cl	-4%	-3%	-2%	-6%	2%	3%	0%	-8%
Cc1cccc(NC(=O)Cn2c(=O)n(CCc3ccccc3)c(=O)c3ccccc32)c1	-8%[76.3 µM]	-3%	17%	.	?	.	.	.
Cc1cc(C)n(CCC(=O)N=Nc2c(O)[nH]c3ccccc23)n1	5%	-3%	.	0%[10 µM]	4%	5%	-2%	.
O=C(C1=C[C@@H](c2csc3ccccc23)C[C@@H](OCc2ccc(CO)cc2)O1)N1CCOCC1	4%	-1%	-12%	21%[10 µM]	10%	2%	4%	.
O=C(Nc1ccc(N2CCOCC2)cc1)c1ccc2nc(-c3ccco3)c(-c3ccco3)nc2c1	-5%	?	2.5µM*	-8%[10 µM]	-6%	-3%	-6%	?
C/C(N)=C(/C#N)C(=O)COc1ncnc2ccccc12	-1%	-5%	?	-2%[10 µM]	-1%	12%	7%	-3%
CC(=O)O[C@H](CC(=O)O)C[N+](C)(C)C	.	5%	0%	5%	5%	0%	14%	.
Cc1ccc(Cn2nnc3c(=O)n(Cc4ccccc4C)cnc32)cc1	1%	2%	-4%	-5%	-9%	-2%	-7%	12%
CC(C)CNS(=O)(=O)c1ccc(S(=O)(=O)N2CCCN(Cc3ccccc3)C2)cc1	-4%	-9%	-1%	-14%[10 µM]	-5%	-13%	-11%	-4%
COc1ccc(CCNC(=O)c2cccnc2SC)cc1	-5%	2%	-3%	-22%	-1%	-4%	0%	10%

Bioassay records (PubChem)
